CCT modulator: High-Throughput Screening for Modulators of Cytosolic Chaperonin Activity. purified chaperonin ATPase assay, HTRF ADP detection, 30 min. hit rate 0.3% among 360,000. activity change, % (no concentration beside the values), hits read low; in the data active means activity change below about -30%; further: on the % scale 0 is the no-effect control and ±100 the full control effect
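First, chaperonin was dispensed at 40 nM or 20 nM final depending on batch activity. Next, compounds were pinned at 76 uM and ATP added at 10 uM. After 30 min at 37 °C, ADP detection reagents ran 30 min at ambient temperature.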
Akt phos inh: HTS Assay for Inhibitors of Akt Phophorylation: Primary Screen. activity change, % for hits at 50 µM. hit rate 0.32% among 360,000. Neuro2A IGF-stimulated pAkt S473 HTRF, 20 min; stronger effect = lower value; in the data active means activity change below about -80%; inconclusive means mostly about -51% to -80%; further: on the % scale 0 is the no-effect control and ±100 the full control effect
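Single-point screen (50 µM final compound) in Neuro2A cells stimulated 20 min with 6 nM IGF at 37 deg C. After lysis, Ser473-phosphorylated Akt read by HTRF (ex 330 nm, em 615/665 nm) as the 665/615 ratio.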
MmCpn inh: Inhibitors of TCP-1 ring complex (TRiC) of Methanococcus maripaludis (MmCpn): qHTS; AID 504842, 2011; purified Mm-Cpn ATPase, ADP Transcreener TR-FRET; hit rate 0.031% among 330,000; Chaperonin Mm-Cpn (Methanococcus maripaludis); Potency, µM (highest dose often 76.9 µM), without a hit: top-dose activity, negative = inhibition, hits mostly inhibitors; further: potency means the concentration at half of the fitted maximal effect; on the % scale 0 is the no-effect control and ±100 the full control effect; nearly all actives have a fitted effect of over 80% in size
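ATPase read-out: TR-FRET ADP immunoassay (anti-ADP Eu cryptate vs ADP-d2), ex 320 nm, em 590/665 nm; signal drops as ADP forms. Enzyme 25 nM, ATP 10 uM, 30 min at 37°C after 10 min compound preincubation.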
EPAC2 agonist: qHTS for Agonist of cAMP-regulated guanine nucleotide exchange factor 4 (EPAC2): primary screen; Rap guanine nucleotide exchange factor 4 (Homo sapiens), Q8WZA2; EPAC2 activation, biochemical qHTS; response scale: 100% = 6.5 mM cAMP response; Potency, µM (top dose mostly 154 µM), for the others: top-dose activation, hits mostly activators; hit rate 0.079% among 360,000; AID 720711, 2013; further: potency means the concentration at half of the fitted maximal effect; nearly all actives have a fitted effect of over 50% in size
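Guanine nucleotide exchange by EPAC2 is measured as reduced fluorescence of BODIPY-GDP once it is released from 250 nM Rap1B. Plates are read kinetically for 30 min at room temperature; results are scaled to 6.5 mM cAMP.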
D3 ag: qHTS of D3 Dopamine Receptor Agonist: qHTS; D3R DiscoveRx beta-arrestin cells, luminescence, 90 min; hit rate 0.58% among 410,000; max activation, %; D(3) dopamine receptor (Homo sapiens), P35462; in the data active means max activation above about 30%; further: 0% is about no effect; mostly tested at two doses, the higher about 12 µM
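Cells at 1500/well, incubated overnight, then treated with pinned compounds (dopamine as control) for 90 min at 37 degrees C. DiscoveRx reagent added for 30 - 60 minutes at room temperature; luminescence read.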
PTHR1 agonist: qHTS for PTHR1 Agonists: Primary Screen; Parathyroid hormone/parathyroid hormone-related peptide receptor (Homo sapiens), Q03431; hit rate 0.075% among 410,000; HEK293 GP2 PTHR1 cells, GloSensor cAMP luminescence, 1 h; Potency, µM (top dose mostly 115 µM), inactives show at the top dose activation, hits mostly activators; further: potency means the concentration at half of the fitted maximal effect; nearly all actives have a fitted effect of over 55% in size; some results filed as inactive show a strong effect at the top dose; inactives centre near -15; many of its hits are not listed in these tables
Target sequence (Q03431 whole entry, looked up): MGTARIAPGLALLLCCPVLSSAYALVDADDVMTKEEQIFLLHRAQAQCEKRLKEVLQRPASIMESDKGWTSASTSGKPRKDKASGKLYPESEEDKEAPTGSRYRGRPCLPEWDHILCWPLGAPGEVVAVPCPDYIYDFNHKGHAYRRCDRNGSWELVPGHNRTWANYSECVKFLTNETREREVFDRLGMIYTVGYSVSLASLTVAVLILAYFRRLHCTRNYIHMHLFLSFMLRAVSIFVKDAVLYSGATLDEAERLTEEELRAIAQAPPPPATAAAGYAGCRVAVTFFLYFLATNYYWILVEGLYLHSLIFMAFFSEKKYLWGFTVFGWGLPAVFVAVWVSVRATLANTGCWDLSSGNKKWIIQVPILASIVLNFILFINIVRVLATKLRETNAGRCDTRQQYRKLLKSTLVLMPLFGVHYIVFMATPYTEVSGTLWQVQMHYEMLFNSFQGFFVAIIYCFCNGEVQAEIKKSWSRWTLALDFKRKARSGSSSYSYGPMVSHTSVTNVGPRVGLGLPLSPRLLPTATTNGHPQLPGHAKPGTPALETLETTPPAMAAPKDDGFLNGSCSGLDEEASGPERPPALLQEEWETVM
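HEK-293-derived GP2 cells expressing PTHR1 and a GloSensor cAMP reporter, 3,000/well, plated overnight, given luciferin plus IBMX (each 0.5 mM as added) for 1 h at 37 °C, then compound for 1 h at 37 °C. Luminescence was read after 15 min at room temperature.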
D3 antag: qHTS of D3 Dopamine Receptor Antagonist: qHTS; D(3) dopamine receptor (Homo sapiens), P35462; D3R cells, DiscoveRx beta-arrestin luminescence, antagonist mode; stronger effect = lower value; max response, negative = inhibition, %; hit rate 2.5% among 360,000; in the data active means max response below about -50%; inconclusive means no clear call, values can overlap the other calls; further: on the % scale 0 is the no-effect control and ±100 the full control effect; mostly tested at two doses, the higher about 12 µM
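Cells plated overnight at 1500 cells/well, then exposed to library compounds with dopamine controls for 90 minutes at 37 degrees C. DiscoveRx reagent added for 30–60 minutes at room temperature; luminescence read, quantitative HTS format.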
EPAC2 antagonist: qHTS for Antagonist of cAMP-regulated guanine nucleotide exchange factor 2 (EPAC2): primary screen | Potency, µM (titrated, usually from 114 µM), for the others: at the top dose activity, negative = inhibition, actives largely listed as inhibitors | AID 720708, 2013 | EPAC2 GEF exchange of Rap1B-BODIPY-GDP, fluorescence | hit rate 0.18% among 360,000; further: potency means the concentration at half of the fitted maximal effect; on the % scale 0 is the no-effect control and ±100 the full control effect; nearly all actives have a fitted effect of over 45% in size; many of its hits are not listed in these tables
Starred values were filed as active, the others as inactive; i = inactive; ? = inconclusive; . = not tested or not shown; & = joins results of further samples; [ ] = dose if it differs, or a comment. Unless noted, the call rests on the fitted dose curve; in most records, active means well fitted curve in the direction sought with a large enough effect; inconclusive means small, poorly fitted or top-dose-only effect, or another doubt; inactive means no such curve, though single readings can be large; an effect the other way counts as inactive or inconclusive. Not all compounds are listed. The share of hits here may be higher or lower than overall.

| entry | Molecule | EPAC2 agonist | D3 ag | Akt phos inh | CCT modulator | D3 antag | MmCpn inh | EPAC2 antagonist | PTHR1 agonist |
| --- | --- | --- | --- | --- | --- | --- | --- | --- | --- |
| 1 | C#CCOCCOCCOCCNc1nc(N2CCN(C(=O)[C@H](CO)n3cc([C@@H](N)C(C)C)nn3)CC2)nc(N2CCN(C(=O)[C@H](CCC(=O)O)n3cc([C@@H](N)CCCCN)nn3)CC2)n1 | -7% | 1 | i | 0.8 | 16 | -1% | 14% | i |
| 2 | Cc1cc(N2CCCC2)c(C)cc1C=O | 3% | -3 | i | -0.9 | -16 | -7% | 0% | i |
| 3 | CC(=O)NCCC(=O)Nc1ccc(F)cc1C | 7% | 4 | i | -2.0 | -5 | -2% | 7% | i |
| 4 | CCN(CC)S(=O)(=O)c1ccc(NC(=O)c2ccccn2)cc1 | 2% | -1 | i | -1.1 | 11 | -3% | -11% | -17% |
| 5 | Cc1cc(NC(=O)c2ccc(Cl)cc2)n(CCC#N)n1 | 12% | -1 | i | -0.3 | 11 | -2% | 5% | -12% |
| 6 | Cc1nc(SCC(=O)c2ccccc2)[nH]c(=O)c1Oc1ccc(Cl)cc1 | -3% | 21 | i | -2.4 | 6 | 0% | -17% | i |
| 7 | COc1nn(CC(=O)N2N=C(C)CC2(O)C(F)F)cc1[N+](=O)[O-] (stereo not given) | -3% | -8 | -90%* | -1.7 | -21 | -1% | -3% | i |
| 8 | O=S(=O)(c1ccc2ccccc2c1)N1CCCCCC1 | 8% | 4 | i | -2.0 | 5 | 0% | ? | -31%[inhibitor] |
| 9 | CC1=NN(C(=O)CSCc2ccccc2)C(O)(c2ccc(F)cc2)C1 (stereo not given) | 14% | -3 | i | -0.4 | 1 | 1% | 4% | -9% |
| 10 | Cc1nc2ccc(S(=O)(=O)NCC(=O)NC(C)c3ccccc3)cc2s1 (stereo not given) | 9% | 2 | i | -0.6 | -3 | 2% | -3% | -7% |
| 11 | CCn1c(N2CCN(S(=O)(=O)c3ccc(Cl)cc3)CC2)nc2ccccc21 | 3% | 44* | i | -5.2 | 13 | 2% | -5% | -35%[inhibitor] |
| 12 | Cc1cc(Br)c(NC(=O)CN2CCCC2)c(Br)c1 | 14% | -3 | i | -3.3 | 2 | 3% | 5% | i |
| 13 | COC(=O)c1c(C(=O)OC)c2ccccn2c1C(=O)c1ccccc1 | -3% | 5 | i | -0.7 | 32 | -3% | -17% | -45%[inhibitor] |
| 14 | CCNc1c(C(=O)O)ccc2c1C(=O)c1ccccc1C2=O | -5% | -14 | i | -0.4 | ? | -3% | -5% | i |
| 15 | CC(CN1CCC(O)CC1)c1ccccc1 (stereo not given) | 2% | -9 | i | 5.0 | -26 | 0% | 4% | i |
| 16 | N#CCSc1nc2ccccc2c(=O)n1CCCC(=O)NCc1ccco1 | 4% | 4 | i | -0.7 | 1 | -1% | -3% | -9% |
| 17 | CC(C)c1ccc(Nc2nc(CC(=O)O)cs2)cc1 | 4% | 6 | i | -6.8 | 36 | -6% | -1% | -26% |
| 18 | Cc1cc2nc(-c3ccccc3)c(Cc3ccccc3)n2c(C)c1Br | 0% | -8 | i | -0.4 | -12 | . | 8% | i |
| 19 | COc1ccc(NS(=O)(=O)c2cc(C(=O)N3CCC3)ccc2C)cc1 | 8% | 1 | i | 0.7 | -6 | 2% | 3% | -6% |
| 20 | COc1cc(C2C(C(=O)c3ccc(C)o3)=C(O)C(=O)N2Cc2ccccc2)ccc1O (stereo not given) | 4% | -5 | i | -0.5 | -22 | 2% | -7% | -5% |
| 21 | C=C(C)CNC(=O)CCc1nnc(C2(c3ccc(Cl)cc3)CCC2)o1 | 4% | -1 | i | 1.0 | -10 | 2% | 3% | -16% |
| 22 | O=[N+]([O-])c1ccc(NS(=O)(=O)N2CCOCC2)cc1 | 5% | 0 | i | -0.9 | -10 | 1% | 7% | i |
| 23 | Brc1ccc(CSc2nnc(Cc3c[nH]c4ccccc34)o2)cc1 | 4% | 1 | i | 0.1 | 6 | . | -5% | -20% |
| 24 | O=C(NCc1ccc(F)cc1)c1cc(S(=O)(=O)N2CCOCC2)ccc1F | 7% | 12 | i | 0.5 | 14 | 0% | 0% | -15% |
| 25 | COc1ccc(N2C(=O)C(Cl)=C(Nc3ccccc3O)C2=O)cc1 | 0% | -4 | i | -4.6 | -24 | 1% | 26%[57.1 µM] | -14%[57.5 µM] |

Record cards, as listed above. Values in the order: EPAC2 agonist | D3 ag | Akt phos inh | CCT modulator | D3 antag | MmCpn inh | EPAC2 antagonist | PTHR1 agonist
`Cc1nc(SCC(=O)c2ccccc2)[nH]c(=O)c1Oc1ccc(Cl)cc1` is listed as -3% | 21 | i | -2.4 | 6 | 0% | -17% | i
`Cc1cc(N2CCCC2)c(C)cc1C=O` is listed as 3% | -3 | i | -0.9 | -16 | -7% | 0% | i

Continued.
| entry | Molecule | EPAC2 agonist | D3 ag | Akt phos inh | CCT modulator | D3 antag | MmCpn inh | EPAC2 antagonist | PTHR1 agonist |
| --- | --- | --- | --- | --- | --- | --- | --- | --- | --- |
| 26 | CCC(=O)N1CCc2cc(S(=O)(=O)CCC(=O)NCc3ccc(C)cc3)ccc21 | 10% | 0&-10 | i | -3.0 | -9 | -1% | 2% | -9% |
| 27 | O=C(NNC(=S)NC(=O)c1ccccc1)c1cccc([N+](=O)[O-])c1 | 6% | -10 | i | -3.8 | 10 | 2% | -1% | -11% |
| 28 | CCN(CC)S(=O)(=O)c1cccc(-c2n[nH]c(=S)n2/N=C/c2ccc(OC)cc2)c1 | -9% | -5 | i | 1.1 | 1 | -1% | 0% | -20% |
| 29 | Clc1ccc(Cc2nnc(-c3cccs3)o2)cc1 | 27% | -11 | i | 2.2 | -6 | 0% | -22% | -18% |
| 30 | O=C(c1ccc2c(c1)OCO2)C1CCCN(Cc2ccc3cccc(F)c3n2)C1 (stereo not given) | 11% | -14 | i | 0.8 | -12 | 0% | -2% | i |
| 31 | CC(C)CC(=O)N1CCN(c2ccc(NC(=O)c3ccco3)cc2)CC1 | -7% | -9 | i | 2.3 | 4 | 0% | 7% | -9% |

Gathered by group: the entries above containing four or more nitrogen atoms
| entry | Molecule | EPAC2 agonist | D3 ag | Akt phos inh | CCT modulator | D3 antag | MmCpn inh | EPAC2 antagonist | PTHR1 agonist |
| --- | --- | --- | --- | --- | --- | --- | --- | --- | --- |
| 1 | C#CCOCCOCCOCCNc1nc(N2CCN(C(=O)[C@H](CO)n3cc([C@@H](N)C(C)C)nn3)CC2)nc(N2CCN(C(=O)[C@H](CCC(=O)O)n3cc([C@@H](N)CCCCN)nn3)CC2)n1 | -7% | 1 | i | 0.8 | 16 | -1% | 14% | i |
| 5 | Cc1cc(NC(=O)c2ccc(Cl)cc2)n(CCC#N)n1 | 12% | -1 | i | -0.3 | 11 | -2% | 5% | -12% |
| 7 | COc1nn(CC(=O)N2N=C(C)CC2(O)C(F)F)cc1[N+](=O)[O-] (stereo not given) | -3% | -8 | -90%* | -1.7 | -21 | -1% | -3% | i |
| 11 | CCn1c(N2CCN(S(=O)(=O)c3ccc(Cl)cc3)CC2)nc2ccccc21 | 3% | 44* | i | -5.2 | 13 | 2% | -5% | -35%[inhibitor] |
| 16 | N#CCSc1nc2ccccc2c(=O)n1CCCC(=O)NCc1ccco1 | 4% | 4 | i | -0.7 | 1 | -1% | -3% | -9% |
| 27 | O=C(NNC(=S)NC(=O)c1ccccc1)c1cccc([N+](=O)[O-])c1 | 6% | -10 | i | -3.8 | 10 | 2% | -1% | -11% |
| 28 | CCN(CC)S(=O)(=O)c1cccc(-c2n[nH]c(=S)n2/N=C/c2ccc(OC)cc2)c1 | -9% | -5 | i | 1.1 | 1 | -1% | 0% | -20% |

Source: PubChem BioAssay (National Center for Advancing Translational Sciences (NCATS))
